High-throughput results (PubChem BioAssay)
Mm-Cpn inhibitor: inhibitors of Methanococcus maripaludis chaperonin (MmCpn); AID 504842; Potency, µM (doses to about 76.9 µM), for the others: at the top dose activity, negative = inhibition, actives largely listed as inhibitors; 330,000 compounds, 0.031% hits; purified Mm-Cpn ATPase, ADP Transcreener TR-FRET; also: potency is read from the fitted curve at half-maximal effect; % is scaled to controls: 0 for no effect and ±100 for the full control effect; nearly all actives have a fitted effect of over 80% in size
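Compound-treated chaperonin, 25 nM final, turns over 10 uM ATP at 37°C for 30 min following a 10 min preincubation; ADP generated competes with ADP-d2 for Eu-cryptate antibody, lowering FRET.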
CCT modulator: changes cytosolic chaperonin activity | purified chaperonin ATPase assay, HTRF ADP detection, 30 min | activity change, % (concentration not given with the values), hits read low | 360,000 compounds, 0.3% hits | AID 651819; in the data active = activity change below about -30%; also: % is scaled to controls: 0 for no effect and ±100 for the full control effect
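We incubate TRiC, 40 or 20 nM final, with library compounds at 76 uM and 10 uM ATP for 30 min at 37 °C. ADP formed is detected with Transcreener HTRF reagents after 30 min at room temperature.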
EPAC1 antagonist: antagonists of human EPAC1. 360,000 compounds, 0.14% hits. EPAC1 GEF assay, Rap1b-BODIPY-GDP exchange fluorescence. Potency, µM (top dose mostly 115 µM), inactives show at the highest dose activity change, negative = inhibition, usual class: inhibitors. AID 720709. O95398;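 also: potency is read from the fitted curve at half-maximal effect; plate controls were vehicle for no effect and positive control for full effect; nearly all actives have a fitted effect of over 50% in size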
PLK1 PBD block: inhibitors of human PLK1 polo-box domain binding | P53350 | Plk1 PBD binding of FITC phosphopeptide, fluorescence polarization | Potency, µM, for the others: max response, negative = inhibition, actives largely listed as inhibitors | 360,000 compounds, 2.8% hits | AID 720504; also: potency is read from the fitted curve at half-maximal effect; series mostly up to about 57 µM; % is scaled to controls: 0 for no effect and ±100 for the full control effect; nearly all actives have a fitted effect of over 65% in size
WRN helicase inh: blocks human WRN helicase; Potency, µM (titrated, usually from 114 µM), for the others: at the top dose activity change, negative = inhibition, actives largely listed as inhibitors; Q14191; AID 651768; 360,000 compounds, 0.46% hits; WRN helicase unwinding, fluorescent forked duplex, kinetic; also: potency is read from the fitted curve at half-maximal effect; % is scaled to controls: 0 for no effect and ±100 for the full control effect; nearly all actives have a fitted effect of over 55% in size
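Kinetic fluorescence helicase assay: unwinding of a quenched forked DNA duplex (100 nM final) with 2 mM ATP final raises red fluorescence (525/598 nm). Compounds sat 15 min at room temperature with 20 nM WRN beforehand.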
PI5P4K alpha inh: inhibitors of human PI5P4K alpha; P48426; PI5P4Kalpha enzyme, ADP-Glo luminescence, 60 min; active compounds read low; max response, %; 330,000 compounds, 1.2% hits; AID 652105; active = max response of -50% or lower; inconclusive = between -30% and -50%; inactive = -30% or higher; also: value at the top dose of about 77 µM; % is scaled to controls: 0 for no effect and ±100 for the full control effect
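Controls without substrate or without enzyme flank wells where PI5P4Kalpha converts substrate using 5 microM ATP (final). Incubation lasts 60 minutes at room temperature; ADP formed is read by ADP-Glo luminescence.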
EPAC1 ag: activates human EPAC1 exchange factor. O95398. EPAC1 agonist qHTS, biochemical assay; response scale: 100% = response to 6.5 mM cAMP. Potency, µM (series often up to 154 µM), for inactives: at the highest dose activation, most hits filed as activators. 360,000 compounds, 0.073% hits. AID 720707; also: potency is read from the fitted curve at half-maximal effect; nearly all actives have a fitted effect of over 60% in size
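Compounds were pinned as a concentration titration into mixtures of EPAC1 (100 nM), BODIPY-GDP-loaded Rap1B (250 nM) and GDP (50 uM). After 5 min at room temperature, fluorescence was followed for 30 min; activity was scaled to 6.5 mM cAMP.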
EPAC2 antag: blocks human EPAC2 exchange factor. Potency, µM (series often up to 114 µM), inactives show at the top dose activity, negative = inhibition, actives largely listed as inhibitors. EPAC2 GEF exchange of Rap1B-BODIPY-GDP, fluorescence. 360,000 compounds, 0.18% hits. AID 720708. Q8WZA2; also: potency is read from the fitted curve at half-maximal effect; % is scaled to controls: 0 for no effect and ±100 for the full control effect; nearly all actives have a fitted effect of over 45% in size; many of its hits are not listed in these tables
Target sequence (Q8WZA2 whole entry, looked up): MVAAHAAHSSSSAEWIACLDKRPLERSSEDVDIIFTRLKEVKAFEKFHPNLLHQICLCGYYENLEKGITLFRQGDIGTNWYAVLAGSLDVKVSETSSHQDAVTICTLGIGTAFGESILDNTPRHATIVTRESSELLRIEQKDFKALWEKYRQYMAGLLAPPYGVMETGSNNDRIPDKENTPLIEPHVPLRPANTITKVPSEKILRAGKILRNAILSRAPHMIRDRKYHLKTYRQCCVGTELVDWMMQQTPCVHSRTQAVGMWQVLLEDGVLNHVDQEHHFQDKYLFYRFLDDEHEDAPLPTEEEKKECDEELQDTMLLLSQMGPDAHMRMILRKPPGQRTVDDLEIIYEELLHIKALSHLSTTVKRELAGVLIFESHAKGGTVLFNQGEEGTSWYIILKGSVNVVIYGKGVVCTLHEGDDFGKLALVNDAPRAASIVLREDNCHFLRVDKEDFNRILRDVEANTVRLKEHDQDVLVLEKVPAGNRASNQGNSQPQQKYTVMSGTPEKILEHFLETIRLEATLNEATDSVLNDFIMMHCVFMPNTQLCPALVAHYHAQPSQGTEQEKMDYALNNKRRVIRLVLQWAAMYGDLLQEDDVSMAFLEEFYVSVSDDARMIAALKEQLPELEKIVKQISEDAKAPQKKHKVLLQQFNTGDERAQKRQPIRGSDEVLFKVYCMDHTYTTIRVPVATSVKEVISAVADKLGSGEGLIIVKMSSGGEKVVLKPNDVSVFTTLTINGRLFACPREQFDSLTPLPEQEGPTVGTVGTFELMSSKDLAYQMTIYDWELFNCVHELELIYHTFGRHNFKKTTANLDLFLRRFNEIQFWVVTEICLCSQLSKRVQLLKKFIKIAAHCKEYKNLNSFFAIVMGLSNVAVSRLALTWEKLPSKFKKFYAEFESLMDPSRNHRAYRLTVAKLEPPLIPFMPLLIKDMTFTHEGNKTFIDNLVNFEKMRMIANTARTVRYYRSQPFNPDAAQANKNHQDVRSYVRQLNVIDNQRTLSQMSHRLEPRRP
Active calls of the source: *; ? = inconclusive; / = not tested or not shown; [ ] = another dose, or the depositor's remark. Unless noted, calls follow the shape of the dose curve; as a rule, active = well fitted curve in the direction sought with a large enough effect; inconclusive = small, poorly fitted or top-dose-only effect, or another doubt; inactive = no such curve, though single readings can be large; an effect the other way counts as inactive or inconclusive. Not all compounds are listed, so the mix of outcomes need not match the whole.

Values run as follows: Mm-Cpn inhibitor	CCT modulator	EPAC1 antagonist	PLK1 PBD block	WRN helicase inh	PI5P4K alpha inh	EPAC1 ag	EPAC2 antag
1. CCOC(=O)C1CCCN(C(=O)Cc2ccc(C)cc2)C1 (stereo not drawn)
    0.6%	2.9	-2.6%	26.7µM*	-12.7%	-27.7	-1.8%	14.5%
2. COC(=O)C[C@@H]1C=C[C@@H](NC(=O)c2cccnc2)[C@@H](CO)O1
    /	/	-6.5%	-16.8%	-0.1%	2.7	-6.9%	11.4%
3. Cc1csc2ncc(C(=O)NCc3ccccn3)c(=O)n12
    0.4%	-0.4	19.6%	1.8%	8.0%	8.7	-5.9%	7.1%
4. O=C(NCc1ccncc1)[C@@H]1CCCN1C(=O)[C@H]1CCCN1C(=O)c1cccs1
    /	-0.1	-9.4%	-8.8%	10.7%	-9.5	-4.3%	11.9%
5. COCCN(C(=O)CC1C(=O)NCCN1Cc1ccc(-c2ccccc2)cc1)C(C)C (stereo not drawn)
    -4.2%	0.8	1.4%	-21.9%	1.5%	1.0	-5.1%	-7.3%
6. CCOC(=O)c1[nH]c2ccc(Cl)cc2c1NC(=O)/C=C/c1ccc2c(c1)OCO2
    -0.6%	-1.1	-12.9%	2.8%	-1.9%	0.8	-14.3%	8.4%
7. CC(C)c1ccc(NC(=O)CSc2nnc(CN3CCOCC3)n2C)cc1
    1.4%	0.1	2.0%	-1.2%	-1.1%	6.1	-1.0%	-10.8%
8. COCCCN1CCN(C2Cc3ccccc3Sc3ccc(Cl)cc32)CC1 (stereo not drawn)
    -0.7%	-14.5	14.8%	-2.6%	-17.9%	5.6	8.4%	0.2%
9. COc1ccc2cc(C(=O)O)n(CC(=O)c3ccccc3)c2c1
    0.4%	-1.5	2.2%	1.2%	-5.4%[57.1 µM]	4.8	2.0%	1.4%
10. O=C(Nc1oc2ccccc2c(=O)c1-c1ccc2c(c1)OCO2)c1ccco1
    /	2.1	-10.3%	-12.7%	-7.2%	0.0	8.6%	-23.2%
11. COc1cccc(C(=O)NNC(=O)C2CC(C)=C(C)CC2C(=O)O)c1 (stereo not drawn)
    -0.9%	-1.4	-3.0%	-2.8%	-19.5%	-4.8	4.4%	-1.6%
12. C=CCC12C=C(OC)C(=O)OC(OC)(C1O)[C@H](c1ccc3c(c1)OCO3)[C@H]2C (stereo partly drawn)
    /	-0.5	-1.9%	-1.9%	-0.6%	4.7	-10.2%	-0.1%
13. O=c1c2ccccc2nc2n1C(CSc1ccc(Br)cc1)CN2 (stereo not drawn)
    1.2%	-4.1	10.7%	-4.6%	1.1%	-7.4	0.8%	6.9%
14. CCOC(=O)c1cc2c(ccn2C)n1CC(=O)N(Cc1ccccc1)c1ccccc1
    -10.1%	-1.8	-18.9%	-6.2%	-23.6%	8.7	-12.9%	-24.6%
15. Cn1c(/C(C#N)=C/c2ccc(O)cc2)nc2ccccc21
    -4.0%	-0.4	8.1%	4.5%	-1.4%	-4.8	-0.7%	14.4%
16. COC(=O)NNC(=S)NCc1ccc(C)cc1
    -1.1%	-8.8	-24.1%	-4.2%	-23.0%[57.1 µM]	-6.6	-3.3%	-0.2%
17. Cc1cccc(NC(=O)CSc2nc(C)c(Cc3ccccc3)c(=O)[nH]2)c1
    -3.8%	-0.3	-24.5%	-10.7%	-16.9%	6.4	-13.1%	-16.2%
18. Cc1ccc(CNC(=O)CCNS(=O)(=O)c2ccc(Br)s2)cc1
    0.4%	-0.1	-6.8%	-15.8%	6.3%	-1.8	9.6%	-16.1%
19. COc1ccc(/C(N)=N/OC(=O)c2ccc3c(c2)OCO3)cc1OC
    0.7%	-4.2	-2.9%	-3.3%	-17.8%	/	7.3%	-6.1%
20. COc1ccc(C(=O)CSc2nc3[nH]ncc3c(=O)[nH]2)cc1
    -0.1%	-1.4	16.2%	-6.9%	-11.7%	-3.5	10.4%	1.3%
21. COc1ccc(S(=O)(=O)Nc2ncccn2)cc1
    1.7%	0.5	0.4%	2.0%	2.8%	1.0	2.0%	11.1%
22. COc1ccc(C2SCCN2C(=S)Nc2cccc(Cl)c2)cc1 (stereo not drawn)
    0.3%	-1.2	-3.2%	-4.8%	-0.9%	2.8	11.2%	-7.5%
23. O=C(COc1cccc(C(F)(F)F)c1)NNC(=O)Cn1c(=O)cnc2ccccc21
    0.3%	0.2	-2.0%	-0.8%	-11.2%	-4.0	-21.7%	13.3%
24. O=C(Nc1ccccc1N1CCOCC1)c1cccc2ccccc12
    /	1.7	-7.1%	-4.2%	0.6%	2.9	-0.9%	?
25. O=C(NCCOc1ccccc1)[C@@H]1CCCN1C(=O)c1cccs1
    /	-4.8	-24.7%	-6.0%	0.5%	0.3	-5.3%	8.6%
26. CCCOC(=O)Nc1ccc(C(N)=O)cc1
    -8.9%	0.3	9.6%	0.3%	-6.9%	-6.6	8.0%	0.1%
27. O=C(CSCc1c(Cl)cccc1Cl)N1CCOCC1
    -10.9%	0.8	-15.5%	-0.6%	-2.5%	4.5	1.0%	6.5%
28. OC(c1ccc(Cl)cc1)c1ncc(-c2ccc(Oc3ccccc3)cc2)[nH]1 (stereo not drawn)
    /	0.3	-13.1%	-3.6%	-6.7%	-21.2	-8.2%	3.3%
29. O=C(Nc1cccc(S(=O)(=O)N2CCOCC2)c1)c1cnn2c(C(F)F)cc(-c3ccccc3)nc12
    2.6%	-2.6	-1.9%	-22.3%	0.0%	-6.2	-1.2%	19.8%
30. COc1ccccc1[C@H]1C(c2ccccc2)=NN(c2ccccc2)[C@@H]1CO
    -4.1%	-5.4	-11.0%	-5.3%	-5.9%	14.2	-1.9%	-26.2%

A draw from above in order of heavy-atom count, smallest number first:
Values run as follows: Mm-Cpn inhibitor	CCT modulator	EPAC1 antagonist	PLK1 PBD block	WRN helicase inh	PI5P4K alpha inh	EPAC1 ag	EPAC2 antag
1. CCOC(=O)C1CCCN(C(=O)Cc2ccc(C)cc2)C1 (stereo not drawn)
    0.6%	2.9	-2.6%	26.7µM*	-12.7%	-27.7	-1.8%	14.5%
9. COc1ccc2cc(C(=O)O)n(CC(=O)c3ccccc3)c2c1
    0.4%	-1.5	2.2%	1.2%	-5.4%[57.1 µM]	4.8	2.0%	1.4%
25. O=C(NCCOc1ccccc1)[C@@H]1CCCN1C(=O)c1cccs1
    /	-4.8	-24.7%	-6.0%	0.5%	0.3	-5.3%	8.6%

Later entries:
Values run as follows: Mm-Cpn inhibitor	CCT modulator	EPAC1 antagonist	PLK1 PBD block	WRN helicase inh	PI5P4K alpha inh	EPAC1 ag	EPAC2 antag
31. Cc1ccn2c(=O)nc(SCC(=O)N3CCCCCC3)nc2c1
    0.9%	-0.4	-2.8%	-3.9%	-20.6%	-2.7	0.2%	1.4%
32. Cc1ccc(OCc2nc(C#N)c(N3CCN(Cc4ccccc4)CC3)o2)cc1
    3.4%	-1.4	1.5%	26.7µM*	-6.2%	-10.4	8.2%	-7.4%
33. Cc1ccc(S(=O)(=O)N2C[C@H]3C(=O)C[C@@H]4C(=O)N(c5ccccc5)C(=O)[C@@H]4[C@@H]3C[C@H]2c2cccs2)cc1
    /	-1.6	-18.1%	4.1%	-0.4%	-3.2	-6.8%	10.8%
34. Cn1c(=O)c2[nH]c(Cc3cccc(O)c3)nc2n(C)c1=O
    /	1.4	-6.5%	-11.9%	3.3%	-7.5	3.7%	24.3%
35. C#CC(CCN1CCCCC1)(OC)c1ccccc1 (stereo not drawn)
    -6.6%	1.4	?	-7.3%	1.9%	7.2	2.6%	-4.8%
36. C=CCNC(=S)Nc1sc2c(c1C(=O)OCC)CC(C(C)C)OC2 (stereo not drawn)
    0.6%	-2.9	-4.2%	-6.6%	-6.2%	/	-3.3%	-10.3%
37. N#Cc1ccc(-c2ccc(Cl)cc2)nc1Oc1ccc(F)cc1
    -5.8%	1.8	4.1%	1.2%	-9.0%	/	-0.4%	16.6%
38. COc1ccc(OCC(=O)Nc2ccc3c(c2)nc(CCN2CCN(c4ccccn4)CC2)n3C)cc1
    /	-8.7	-3.6%	-3.5%	12.9%	-10.2	-5.8%	-2.8%
39. COc1ccccc1NC(=O)C1=C(C)NC(=O)NC1c1cc(C)cs1 (stereo not drawn)
    -1.9%	-1.4	21.1%	4.0%	-35.5%[57.1 µM]	3.5	-4.1%	1.8%
40. CC(C)OCCCNC(=O)Cn1nc(-c2ccccc2)ccc1=O
    -2.6%	1.3	10.3%	-0.1%	-15.1%[57.1 µM]	/	0.4%	13.3%
41. COc1ccc(CCN2CC(C(=O)NCCc3ccccc3C)CCC2=O)cc1 (stereo not drawn)
    2.4%	0.9	3.5%	-2.8%	14.8%	-6.6	-3.2%	-2.8%
42. COCCNC(=O)C1CCCN(Cc2cccc(Cl)c2)CC1 (stereo not drawn)
    /	-0.2	-6.9%	-9.3%	5.3%	-0.6	1.7%	6.2%
43. CC(=O)c1c(C)oc2ccc(NS(=O)(=O)c3ccc(C(=O)O)cc3)cc12
    -5.2%	0.7	-5.6%	-5.8%	-22.2%	-1.1	-2.0%	-4.4%
44. C[C@]1(C(=O)O)Cc2oncc2C[C@@H]1C(=O)O
    -0.8%	1.3	4.8%	-6.7%	2.0%	-0.8	-3.3%	13.9%
45. CCOc1ccccc1N1CCN(C/C=C/c2ccc(N(C)C)cc2)CC1
    0.9%	-1.3	0.4%	0.0%	-0.4%	-4.9	-1.7%	7.0%[57.1 µM]
46. Nc1nn(-c2ccccc2Cl)cc1-c1nn[nH]n1
    -0.6%	-1.7	-6.0%	-0.2%	-2.8%	-10.5	10.2%	4.4%
47. O=C(NCc1cccnc1)/C(=C\c1ccc(-c2cccc(Cl)c2)o1)S(=O)(=O)c1ccccc1
    -0.8%	-9.7	-0.2%	-29.7%	-8.2%	0.5	3.0%	3.9%
48. COc1cc(/C=N/NC(=S)Nc2cccc(Cl)c2C)ccc1OCC(=O)N1CC(C)OC(C)C1 (stereo not drawn)
    0.2%	-1.2	-26.2%	-2.0%	-10.1%	1.2	0.9%	-8.8%
49. O=C1/C(=C/c2ccc(F)cc2)SC(=S)N1CC(=O)N1CCCCC1c1cccnc1 (stereo not drawn)
    3.2%	-1.5	-9.5%	-6.3%	-14.7%	0.2	4.5%	-0.6%
50. COCCCNC(=S)NNC(=O)c1ccccn1
    -0.2%	0.6	-5.6%	-1.2%	7.3%	5.3	12.0%	?
51. CC(=O)Nc1ccc(C(=O)CN2C(=O)NC3(CCCc4ccccc43)C2=O)c(F)c1 (stereo not drawn)
    -2.3%	-0.3	-14.9%	-5.9%	8.4%	-0.1	-1.2%	-9.1%
